Bioassay records: PubChem, several laboratories
PfHsp40 rescue: restores yeast growth despite PfHsp40 toxicity; S. cerevisiae expressing PfHsp40, growth rescue, ATP luminescence; growth rescue, % at 12.5 µM; actives 0.68% (n = 340,000); AID 504582; in the data active = growth rescue above about 28%, passing the limit was not always enough;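 note: yeast W303a lacking pdr1 and pdr3 grown in galactose medium; growth measured after three days at 30 °C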
SARS 3CLpro inh: SARS-CoV 3CLpro protease inhibition. actives 0.14% (n = 290,000). AID 1706. P0C6X7. recombinant SARS-CoV 3CLpro, quenched FRET peptide cleavage. inhibition, % at 6 µM; in the data active = inhibition above about 12%
Rv3671c inh: inhibits the M. tuberculosis serine protease Rv3671c; P9WHR9; inhibition, % at 5.96 µM; actives 0.048% (n = 320,000); AID 2606; in the data active = inhibition above about 38%;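 note: extracellular domain of Rv3671c used as enzyme; 0% = enzyme with DMSO and 100% = no enzyme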
Target sequence (P9WHR9 whole entry, looked up, the tested form may be a part): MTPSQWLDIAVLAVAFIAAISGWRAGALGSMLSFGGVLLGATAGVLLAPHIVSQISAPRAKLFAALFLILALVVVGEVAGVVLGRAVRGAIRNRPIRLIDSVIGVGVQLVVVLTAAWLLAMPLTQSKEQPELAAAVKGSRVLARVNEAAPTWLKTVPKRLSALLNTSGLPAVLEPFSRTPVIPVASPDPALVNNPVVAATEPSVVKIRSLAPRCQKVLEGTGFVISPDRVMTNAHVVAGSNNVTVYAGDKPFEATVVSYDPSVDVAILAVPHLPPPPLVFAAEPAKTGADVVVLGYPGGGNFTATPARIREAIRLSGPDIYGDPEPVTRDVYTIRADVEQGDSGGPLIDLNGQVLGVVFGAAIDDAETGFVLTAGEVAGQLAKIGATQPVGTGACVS
Yp Topo-I inh: blocks Yersinia pestis topoisomerase I activity; Y. pestis Topo-I cleavage product accumulation, plate reader; activity, % at 10 µM; actives 0.064% (n = 360,000); in the data active = activity above about 50%, passing the limit was not always enough; note: inactives centre near 2
TcdB GH inh: inhibitors of Clostridioides difficile toxin B glycohydrolase; AID 652162; TcdB glycohydrolase enzymatic assay, plate reader; actives 0.24% (n = 350,000); P18177; inhibition, % at 9.99 µM; in the data active = inhibition above about 10%
BH1578 lux ind: induces V. cholerae light production without autoinducers; activation, % at 18.7 µM; AID 588436; actives 0.16% (n = 350,000); V. cholerae BH1578 lux reporter, luminescence, 6 h; in the data active = activation mostly above about 9.7%, no sharp cut-off; note: not every result past the cut was called active; inactives centre near 0; reference of the scale not given here
MazEF act: increases E. coli MazEF RNase cleavage of RNA | actives 0.32% (n = 350,000) | AID 504720 | P0AE70 | activation, % at 20 µM | FAM/BHQ RNA-DNA oligo cleavage fluorescence, 5 h; in the data active = activation above about 50%
Target sequence (P0AE70 whole entry, looked up): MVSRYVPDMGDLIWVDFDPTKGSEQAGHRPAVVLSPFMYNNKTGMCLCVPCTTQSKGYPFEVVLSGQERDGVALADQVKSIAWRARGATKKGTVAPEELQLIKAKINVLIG
Anthrax LF inh2: anthrax lethal factor protease inhibition; multiplex microsphere protease cleavage assay, LF; inhibition, % at 10 µM; AID 588501; actives 0.12% (n = 360,000); in the data active = inhibition above about 30%; note: plate controls were buffer without enzyme for full effect and enzyme alone for no effect
PriA SSB inh: inhibitors of Klebsiella pneumoniae PriA binding to SSB C-terminal tail; actives 0.6% (n = 430,000); AlphaScreen SSBct-PriA binding, biotinylated peptide; inhibition, % at 33 µM; in the data active = inhibition mostly above about 37%, no sharp cut-off; inactive = mostly below about 20%;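 note: plate controls were negative control peptide for no effect and reference peptide for full effect; strong numbers were not always called active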
DUSP3 inh: inhibitors of human VHR1 phosphatase (DUSP3); AID 1654; P51452; recombinant VHR phosphatase, pNPP absorbance; actives 0.52% (n = 290,000); inhibition, % at 13.3 µM; in the data active = inhibition above about 50%; note: some compounds called inactive have numbers as strong as hits
Target sequence (P51452 whole entry, looked up): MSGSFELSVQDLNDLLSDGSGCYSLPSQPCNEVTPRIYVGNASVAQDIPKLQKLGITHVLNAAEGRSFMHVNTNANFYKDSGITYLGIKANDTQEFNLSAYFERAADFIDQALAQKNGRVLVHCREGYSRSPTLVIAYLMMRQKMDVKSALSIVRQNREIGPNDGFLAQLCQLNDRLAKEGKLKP
* = called active by the depositor; i = inactive; . = no result given; & = joins results of further samples.

SMILES	PfHsp40 rescue	SARS 3CLpro inh	Rv3671c inh	Yp Topo-I inh	TcdB GH inh	BH1578 lux ind	MazEF act	Anthrax LF inh2	PriA SSB inh	DUSP3 inh
Cn1c(N)c(C(=O)CSc2nnc(-c3cccs3)n2C2CC2)c(=O)[nH]c1=O	.	.	.	5.7	1.9	0.7	8.5	-8.8	-13.4	.
Cc1cc(C(=O)OCC(=O)N(C)c2ccccc2)ccc1[N+](=O)[O-]	-0.8	-1.3	5.9	6.1	0.4	i	-2.8	0.7	7.8	6.9
Cc1ccc(NC(=O)CN(C)C(=O)c2ccc(Br)o2)cc1	0.7	-5.1	0.7	-1.9	0.3	-0.7	9.3	-14.7	-10.0	11.3
CCN(CC)c1ncnc2c1sc1nc(C)cc(C)c12	1.5	-4.8	-4.2	-1.4	.	11.1	3.6	-6.1	-19.4	7.3
COc1ccccc1N1CCN(C2CCCN(C(=O)CN3CCCCC3=O)C2)CC1 (centres undefined)	-0.2	-5.6	-7.7	-10.5	1.7	-0.1	2.1	1.3	-6.2	14.4
O=C(OCCN1CCOCC1)C1(c2ccccc2)CCCC1	0.3	0.9	-2.2	1.1	-0.5	i	4.4	-8.6	-24.1	6.2
CCOC(=O)c1oc2ccccc2c1CSc1nnnn1-c1ccccc1	1.0	-1.2	-0.6	15.1	.	i	1.8	-3.6	-13.3	18.9
C=CCn1c(SCc2c(C)noc2C)nc2sc3c(c2c1=O)CCCCC3	-0.8	0.5	-8.4	15.3	.	i	-7.0	-1.0	4.9&-8.0	17.2
Cc1cc(N(C)C)ccc1N=Nc1ccc(N)cc1	3.8	.	-8.3	-14.3	-74.7	-0.3	-10.0	.	92.6*	.
O=C1CN(c2ccccc2)C(=O)N1	-0.7	-5.6	1.1	-10.6	0.0	i	11.2	.	-0.1	3.5
COc1cccc(OCCOc2ccccc2OC(C)C)c1	0.0	0.0	-1.4	16.1	.	-0.2	-6.7	2.0	-95.0	16.6
COc1cc(C2SCCS2)cc(Br)c1Oc1ncccc1[N+](=O)[O-]	2.4	5.5	0.8	9.8	0.0	-0.8	-2.7	4.5	2.2	16.2
COC(=O)CN1C(=O)C(C)=C(c2ccc(C)cc2)S1(=O)=O	-0.4	-4.0	4.5	5.3	2.0	-3.7	3.6	-5.6	-24.4	-21.1
Nc1csnc1C(=O)O	0.0	-1.7	2.0	1.3	.	0.2	1.9	1.5	4.5	2.8
C=CCNc1nc(Nc2ccc(OC)cc2)nc(OCC)n1	0.3	1.7	3.3	-8.1	0.7	i	-0.5	-1.9	-9.8	27.1
COCCCNC(=S)N1CCN(c2nc(-c3ccc(F)cc3)cs2)CC1	12.3	-2.1	0.9	3.2	-1.1	-0.1	-1.6	8.6	2.1	35.9
Cc1ccc(OCc2cc(C(=O)N(CCO)Cc3cccs3)no2)cc1C	0.2	6.5	6.7	3.3	-9.7	0.5	5.8	-0.9	-8.1	14.0
Cc1nn(-c2ccccc2)c(C)c1C(=O)OCC(=O)Nc1ccccc1Cl	.	.	.	4.7	0.3	-0.5	1.0	-0.5	.	.
COc1ccc(C)cc1S(=O)(=O)NC1CC1	-2.2	3.1	-0.6	0.7	0.7	-0.4	2.3	-7.9	-13.6	9.8
CC(C)COc1cccc(C(=O)N2CCN(C(=O)c3ccco3)CC2)c1	-0.5	.	5.0	7.9	0.5	i	-5.4	-9.1	-8.3	.
Cc1ccc(OCc2cc(C(=O)N(C)CCn3ccnc3C)no2)cc1C	-0.1	-0.5	2.6	8.4	-0.2	-0.3	-2.1	-3.4	-11.5	26.3
COc1ccc(Nc2nc(-c3sc(N)nc3C)cs2)cc1	-0.7	-1.6	9.9	-4.7	.	-0.3	-8.7	-6.9	34.7	-8.7
COC(=O)c1ccc(OC(C)C(=O)c2ccc(C)cc2)cc1 (centres undefined)	-0.3	-3.0	3.1	8.9	-0.1	-1.0	-3.0	-0.8	-33.0	2.6
CCCCn1c(SCC(=O)OCC)nnc1-c1ccoc1C	0.6	-0.5	-0.5	5.1	.	-1.3	10.0	0.5	-19.2	-6.5
CCCn1nnc(NC(=S)NC(=O)C(C)(C)C)n1	0.9	-0.9	-7.5	0.8	1.2	-0.3	0.4	0.0	-10.9	-0.5
CCN1C[C@@H]2[C@@H]3C(=O)N(Cc4ccccc4)C(=O)[C@@H]3[C@](Cc3ccccc3)(C1=O)N2C(=O)c1ccc(C(C)(C)C)cc1	-0.8	.	.	-0.4	1.2	-0.9	-1.3	0.1	-2.8	.
CCN(CC)c1ccc(NC(=O)COc2ccc(C)cc2)cc1	0.5	-0.3	4.7	31.5	.	-1.4	6.9	0.2	7.5	23.4
CCOC(=O)c1cccc(C2=C(CNC(=O)c3nccs3)[C@H]3CC[C@@H](C2)N3Cc2ccccc2)c1	.	.	.	19.6	2.1	i	5.1	-8.2	.	.
CCOC(=O)c1sc(=S)n(C)c1NC(=O)c1cccc(Br)c1	.	-2.3	-3.8	-6.6	-1.5	i	2.4	-2.8	-5.5	-21.3
COCCCn1c(SCC(=O)N2CCOCC2)nc2ccccc2c1=O	0.1	3.1	-0.6	-0.3	1.1	-0.4	9.9	-2.9	-7.6	31.7

Seven compounds drawn at random from the list so far:
SMILES	PfHsp40 rescue	SARS 3CLpro inh	Rv3671c inh	Yp Topo-I inh	TcdB GH inh	BH1578 lux ind	MazEF act	Anthrax LF inh2	PriA SSB inh	DUSP3 inh
CCN1C[C@@H]2[C@@H]3C(=O)N(Cc4ccccc4)C(=O)[C@@H]3[C@](Cc3ccccc3)(C1=O)N2C(=O)c1ccc(C(C)(C)C)cc1	-0.8	.	.	-0.4	1.2	-0.9	-1.3	0.1	-2.8	.
COCCCn1c(SCC(=O)N2CCOCC2)nc2ccccc2c1=O	0.1	3.1	-0.6	-0.3	1.1	-0.4	9.9	-2.9	-7.6	31.7
CCCn1nnc(NC(=S)NC(=O)C(C)(C)C)n1	0.9	-0.9	-7.5	0.8	1.2	-0.3	0.4	0.0	-10.9	-0.5
COc1ccc(Nc2nc(-c3sc(N)nc3C)cs2)cc1	-0.7	-1.6	9.9	-4.7	.	-0.3	-8.7	-6.9	34.7	-8.7
CCN(CC)c1ccc(NC(=O)COc2ccc(C)cc2)cc1	0.5	-0.3	4.7	31.5	.	-1.4	6.9	0.2	7.5	23.4
CCOC(=O)c1cccc(C2=C(CNC(=O)c3nccs3)[C@H]3CC[C@@H](C2)N3Cc2ccccc2)c1	.	.	.	19.6	2.1	i	5.1	-8.2	.	.
COC(=O)c1ccc(OC(C)C(=O)c2ccc(C)cc2)cc1 (centres undefined)	-0.3	-3.0	3.1	8.9	-0.1	-1.0	-3.0	-0.8	-33.0	2.6

(continued)
SMILES	PfHsp40 rescue	SARS 3CLpro inh	Rv3671c inh	Yp Topo-I inh	TcdB GH inh	BH1578 lux ind	MazEF act	Anthrax LF inh2	PriA SSB inh	DUSP3 inh
CN1CCC(N(C)C(=O)CCc2nc3ccccc3c(=O)[nH]2)CC1	-1.5	6.6	-2.3	-11.2	.	-0.5	2.4	1.5	1.7	0.8
Cc1cc(NC(=O)c2ccc(Br)cc2)nc(C)n1	-0.1	1.8	-6.0	-0.6	3.5	i	1.5	-3.6	-5.0	7.3
O=C(Nc1ccccc1-c1ccccc1)c1ccco1	-0.1	0.8	0.2	12.2	.	i	11.0	-2.2	-16.1	25.9
COc1cc(CN2CCCN(C)CC2)cc([N+](=O)[O-])c1O	0.5	4.0	-0.8	-19.6	1.0	-0.3	-1.1	2.4	-11.1	5.8
CC(C(=O)Nc1ccccc1)N(C)Cc1cccs1 (centres undefined)	0.4	-1.1	8.9	8.0	-0.7	-0.3	6.6	-5.5	-8.2	8.5
CCNS(=O)(=O)c1ccc(NC(=O)c2ccc(Cn3cc([N+](=O)[O-])cn3)o2)cc1	-1.5	-0.1	-12.3	11.2	0.6	-0.4	32.3	-2.3	-9.0	-15.2
COc1ccc(S(=O)(=O)C(C#N)c2nc3ccccc3nc2N2CCCC(C)C2)cc1 (centres undefined)	0.2	-0.4	2.9	5.7	.	i	-3.2	-3.1	0.4	8.3
COc1cc(S(=O)(=O)NCC2OCCc3ccccc32)ccc1-n1cnnn1 (centres undefined)	-1.0	3.4	-0.8	9.0	.	-0.2	11.9	-6.0	-15.5	10.4
COC(=O)c1cc(NC(=O)C2CC(=O)NC(=NCc3ccc(OC)cc3)S2)cc(C(=O)OC)c1 (centres undefined)	-0.5	3.1	-5.7	10.2	1.3	i	-41.1	-3.5	-8.3	15.8
CCC1Nc2ncnc(N3CCCCC3)c2N(Cc2ccc(OC)cc2)C1=O (centres undefined)	0.0	.	2.4	8.3	2.2&1.7	-0.9	3.0	-2.4&-5.8	-30.4	.
Cc1onc(-c2ccccc2)c1C(=O)NCc1ccc(F)cc1	0.2	.	-4.2	-2.7	-1.1	-0.5	-1.4	-4.6	-5.5	.
COc1ccccc1Cn1c(-c2ccco2)nc2nc3ccccc3nc21	-0.9	1.1	-1.2	19.6	.	i	47.0	10.1	2.4	.
O=C(CCc1ccccc1)NCc1cccnc1	0.8	-3.9	-1.9	-8.8	.	5.9	1.5	0.4	-5.4	23.1
CCOC(=O)c1ccc(N2C(=O)C3ON(c4ccccc4)C(c4ccco4)C3C2=O)cc1 (centres undefined)	-0.1	8.8	5.3	2.4	.	-0.3	-0.2	-5.9	1.5	37.6
CCCCN(C)CCNC(=O)C1CCN(S(=O)(=O)c2cccc3nsnc23)CC1	0.8	-0.1	5.9	2.3	2.2	2.6	4.9	0.1	2.5	42.6
CCOc1ccc(C(=O)NCC(=O)NCCSc2ccc(Br)cc2)cc1OCC	1.4	.	.	-2.6	1.9	i	-1.9	-0.2	-16.8	.
NC(=O)c1ccccc1	-1.6	2.8	4.4	3.1	1.2	-0.7	5.0	-7.8	-26.3	10.6
CCOC(=O)c1cnc2c(C#N)cnn2c1N	0.1	-4.6	3.3	5.3	1.0	-0.4	1.4	-1.0	13.0	8.6
CCc1nnc(NC(=O)CSc2ccc(-c3cccs3)nn2)s1	0.9	4.2	3.3	-8.4	7.4	-3.3	6.9	-4.7	-9.0&-6.7	-16.0
CCC(C)N(C(=O)COC(=O)CCc1c[nH]c2ccccc12)C1CCS(=O)(=O)C1 (centres undefined)	0.8	-9.6	3.1	2.1	.	-0.4	2.9	-0.2	2.8	-19.9
Cc1cccc(N(C)S(=O)(=O)c2ccc(-c3cc(C)no3)s2)c1	0.5	0.1	-4.0	28.6	1.8	1.0	-13.8	-2.2	-25.3	-6.5
COc1ccc(S(=O)(=O)NCC2CCC(C(=O)NCCC(C)C)CC2)cc1 (centres undefined)	-0.5	3.0	-8.2	22.6	.	-0.2	-8.7	0.9	-0.2	8.6
CCC(=O)C1=C(O)C(c2cccc(Oc3ccccc3)c2)CCC1=O (centres undefined)	210.6*	2.9	-4.2	-1.9	0.0	i	4.9	0.8	-7.2	9.3
N#Cc1cc2c(nc1SC1CC(=O)N(c3ccccc3)C1=O)CCC2 (centres undefined)	-0.2	3.0	-4.1	3.3	.	i	1.2	-0.8	25.6	1.7
CCOc1ccc(/C=N/NC(=O)c2cc(-c3cccn3C)n[nH]2)cc1	-0.4	0.3	2.1	-5.1	0.7	i	22.8	-3.2	.	8.6
COCCNC(=S)NNC(=O)CSCc1ccc(Cl)cc1Cl	1.2	7.3	1.0	14.5	2.8	-0.2	1.7	-1.0	6.1	5.1

Part of the list above, reduced to Anthrax LF inh2:
Molecule | Anthrax LF inh2
CCC(=O)C1=C(O)C(c2cccc(Oc3ccccc3)c2)CCC1=O (centres undefined) | 0.8
N#Cc1cc2c(nc1SC1CC(=O)N(c3ccccc3)C1=O)CCC2 (centres undefined) | -0.8

Some of the compounds tested (hit frequency here may not be typical).
